# Bcl-xL primary = Bcl-xL (human) inhibition; Q07817; GST-Bcl-xL / FITC-Bim BH3 peptide fluorescence polarization; inhibition, % at 10.9 µM; 320,000 compounds, 0.7% hits; AID 2129;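 active = inhibition above the mean of all tested compounds plus 3 SD, cutoff set per campaign, cut at about 30% in these data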;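 note: 0% = DMSO wells and 100% = unlabeled Bim-BH3 peptide competitor; inhibitors lower millipolarization by displacing the labeled peptide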
# Fam108B counter = Fam108B inhibition, counter-screen for RBBP9 inhibitors; recombinant Fam108B, FP-Rh probe fluorescence polarization; inhibition, % at 9.51 µM; 300,000 compounds, 0.33% hits; AID 1947;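 active = inhibition above the screen mean inhibition plus 3 SD, computed separately per campaign, cut at about 18% in these data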;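 note: inhibitors lower polarization as less probe binds the enzyme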
# GRK2 inh = inhibitors of human GRK2 displacing RNA aptamer; 330,000 compounds, 0.59% hits; bead flow cytometry, FAM-aptamer displacement from GRK2; AID 488847; inhibition of aptamer binding, % at 10 µM;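 active = inhibition of aptamer binding above 40%, roughly 3 SD of noise, on plates passing a quality check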;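 note: median bead fluorescence of bound FAM aptamer so fluorescent compounds give negative values; no value below 0 was filed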
# Target sequence (P25098 whole entry, looked up): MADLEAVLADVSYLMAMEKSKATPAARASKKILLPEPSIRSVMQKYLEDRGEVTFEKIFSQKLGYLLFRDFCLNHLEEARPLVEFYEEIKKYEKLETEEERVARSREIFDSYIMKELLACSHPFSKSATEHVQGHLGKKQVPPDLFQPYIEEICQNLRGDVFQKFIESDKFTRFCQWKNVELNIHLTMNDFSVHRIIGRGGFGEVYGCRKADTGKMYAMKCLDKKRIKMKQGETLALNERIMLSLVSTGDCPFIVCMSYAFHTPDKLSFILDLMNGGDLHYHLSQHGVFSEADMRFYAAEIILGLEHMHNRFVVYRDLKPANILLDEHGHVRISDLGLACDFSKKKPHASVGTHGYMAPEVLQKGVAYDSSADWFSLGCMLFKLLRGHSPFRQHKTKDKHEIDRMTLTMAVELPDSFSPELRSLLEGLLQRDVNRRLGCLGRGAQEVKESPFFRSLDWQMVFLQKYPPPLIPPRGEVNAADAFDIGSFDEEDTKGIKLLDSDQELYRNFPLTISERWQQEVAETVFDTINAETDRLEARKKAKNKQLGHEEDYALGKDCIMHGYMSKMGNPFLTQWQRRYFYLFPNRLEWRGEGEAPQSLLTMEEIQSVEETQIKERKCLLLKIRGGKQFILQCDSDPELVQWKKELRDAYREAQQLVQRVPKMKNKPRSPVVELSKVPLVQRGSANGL
# MCL1 BIM primary = MCL1-BIM-BH3 interaction inhibition (human) | Q07820 | GST-MCL1 / FITC-Bim-BH3 fluorescence polarization | inhibition, % at 10.9 µM | 320,000 compounds, 0.68% hits;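 active = inhibition above the mean inhibition of all tested compounds plus 3 SD, set per campaign, cut at about 40% in these data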;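 note: 0% = DMSO wells and 100% = unlabeled Bim-BH3 peptide control; higher means more loss of mP so more displacement of Bim peptide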
# Target sequence (Q07820 whole entry, looked up): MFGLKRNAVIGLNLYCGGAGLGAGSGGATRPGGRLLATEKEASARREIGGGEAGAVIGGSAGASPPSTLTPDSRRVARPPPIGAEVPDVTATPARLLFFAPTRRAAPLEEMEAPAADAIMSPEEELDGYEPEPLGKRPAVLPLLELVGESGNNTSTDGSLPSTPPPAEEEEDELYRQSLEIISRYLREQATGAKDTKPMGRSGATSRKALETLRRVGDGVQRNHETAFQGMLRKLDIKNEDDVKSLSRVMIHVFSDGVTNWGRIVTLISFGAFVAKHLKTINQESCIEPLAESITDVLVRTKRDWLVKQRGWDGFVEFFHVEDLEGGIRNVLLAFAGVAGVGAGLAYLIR
# GLD-1 TGE inh = GLD-1-TGE RNA interaction inhibition (C. elegans); AID 2280; purified GLD-1 + fluorescein TGE RNA, fluorescence polarization; 320,000 compounds, 0.44% hits; Q17339; inhibition, % at 5.96 µM;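 active = percent inhibition above a per-plate cutoff, the plate mean of test compounds plus 3 SD, cut at about 30% in these data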;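 note: 0% = DMSO wells with GLD-1 and probe and 100% = wells lacking GLD-1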
# Efflux pump inh = inhibitors of Candida antifungal efflux pumps expressed in yeast | S. cerevisiae Candida pump triplex, Nile Red efflux | inhibition, % at 10 µM | 330,000 compounds, 0.44% hits | AID 485275;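 active = plate passing quality check with inhibition over a set limit, or well fluorescence over plate mean plus 4 SD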;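 note: Nile Red retained in pooled yeast measured as flow cytometry median fluorescence; 0% = buffer negative control and 100% = Enniatin B positive control; higher means more Nile Red kept so more efflux inhibition; some compounds called inactive have numbers as strong as hits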
# PME-1 primary = blocks human protein phosphatase methylesterase 1 | Q9Y570 | recombinant PME-1, FP-Rh probe fluorescence polarization | inhibition, % at 5.9 µM | 320,000 compounds, 0.53% hits | AID 2130;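 active = inhibition above the campaign mean of all compounds plus 3 SD, cut at about 26% in these data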;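 note: competitive labeling of PME-1 active site by serine hydrolase directed probe; 0% = PME-1 with DMSO and 100% = wells lacking PME-1 enzyme; inhibitors block probe labeling so polarization falls and inhibition rises; many of its hits are not listed in these tables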
# VLA-4 inh = inhibition in a human VLA-4 binding assay | P13612 | VLA-4 expressing cells, ligand binding flow cytometry | inhibition, % (about 7 µM as worked out from the volumes in the protocol) | AID 2557 | 330,000 compounds, 0.2% hits; in the data active = inhibition above about 50%
# MEX-5 binding = C. elegans MEX-5 TCR-2 RNA binding activity; activity score (negative = inhibition of binding), % at 10 µM; MEX-5/FITC-TCR2 RNA binding, fluorescence polarization; stronger effect = lower value; AID 1832; 300,000 compounds, 0.38% hits;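 active = inhibition past about -25% in most replicates, and total fluorescence under double the plate's negative control median, limit read from the data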;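 note: 0% = DMSO and -100% = 5 µM competing unlabeled TCR2 RNA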
# Active calls of the source: *; . = no result given. A portion of the library (hit frequency here may not be typical).
SMILES,Bcl-xL primary,Fam108B counter,GRK2 inh,MCL1 BIM primary,GLD-1 TGE inh,Efflux pump inh,PME-1 primary,VLA-4 inh,MEX-5 binding
CCCC(=O)NNC(=O)c1ccoc1C,4.5,1.4,2.0,-0.6,-0.8,0.1,-1.3,-12.8,1.1
CC(C)(C)C(=O)Nc1cc(C(F)(F)F)ccc1-n1ccnc1,4.0,3.8,0.0,1.6,4.7,0.0,-2.2,4.6,0.0
O=C(CC1C(=O)NCCN1Cc1c(F)cccc1Cl)NCCc1ccccn1 (stereo not given),8.9,3.1,1.0,16.2,6.8,0.1,2.2,-14.5,-3.2
Cc1cc(C(F)(F)F)c2c(C)nn(CCc3nn[nH]n3)c2n1,7.2,-0.5,0.0,4.1,-2.0,-0.1,0.3,-1.4,-1.4
O=C(Nc1cccc(F)c1)C1CCN(S(=O)(=O)c2cccc3nonc23)CC1,4.8,0.8,4.0,0.7,5.1,0.4,-1.2,-2.5,-2.0
CC(CC(C)C(=O)N1CCOCCN(C(=O)C(C)CC(C)C(=O)O)CCOCC1)C(=O)O (stereo not given),2.0,-0.1,2.0,-0.9,-5.5,-0.5,-1.7,8.4,1.5
C=CCn1c(-c2cc(OC)cc(OC)c2)n[nH]c1=S,-18.2,2.6,5.0,-19.6,-2.9,-0.1,-4.5,2.8,-4.0
CCOc1ccc2oc(=O)cc(C)c2c1,6.1,5.7,0.0,0.2,5.8,0.0,0.1,10.0,-2.2
CC(C)C(=O)Nc1sc2c(c1C#N)CCCCC2,8.0,3.9,2.0,17.2,0.4,-0.1,0.9,1.6,-0.4
O=C(NC1CCCCCC1)c1ccc(S(=O)(=O)NCc2ccco2)cc1,7.1,4.0,2.0,0.3,2.5,0.0,1.4,-3.0,0.7
CCCOc1ccc(Br)cc1/C=N/O,4.8,-0.4,4.0,7.9,-2.8,-0.1,-3.9,11.2,-0.2
COc1cc(OC)c(C(=O)NC23CC4CC(CC(C4)C2)C3)cc1OC,7.9,-4.2,0.0,12.8,-5.8,0.4,-8.5,3.3,-2.0
CS(=O)(=O)N(CCC(=O)O)Cc1ccccc1,4.6,-1.9,3.0,5.0,37.0*,0.1,-2.9,25.3,1.0
CCOC(=O)C(C)OC(=O)C1=C(C)NC(=O)NC1c1ccc2c(c1)OCO2 (stereo not given),2.0,2.8,0.0,13.7,-0.6,-0.1,-6.8,-12.1,-3.6
Cc1ccc(-c2nn(-c3ccccc3)cc2/C=C2\SC(=S)N(CCCCCC(=O)O)C2=O)o1,4.5,-8.9,48.0*,13.6,-0.1,0.3,-35.5,-32.2,-7.3
CC(C)(C)c1cc(C(=O)NCc2ccco2)ccn1,0.8,-1.0,2.0,-2.2,0.4,0.1,3.7,3.7,2.2
CCn1cc(CN2CCCC(C(=O)Nc3ccc(-c4nc5ccccc5[nH]4)cc3)C2)c(C)n1 (stereo not given),3.6,-2.6,0.0,-2.7,1.4,0.3,-6.5,10.3,-1.5
C[C@H]1CN([C@@H](C)CO)C(=O)Cc2cc(NC(=O)Cn3cnnn3)ccc2O[C@H]1CN(C)Cc1ccncc1,.,.,1.0,.,4.5,0.1,.,-17.5,.
O=C(COc1ccccc1)NCc1ccc2c(c1)OCO2,6.2,2.4,1.0,6.1,-0.3,-0.1,-1.4,43.2,-1.7
COCCn1c(=NC(C)=O)sc2cc([N+](=O)[O-])ccc21,7.4,3.5,0.0,7.8,2.1,-0.2,-0.5,7.3,2.5
Cc1ccc(NC(=O)C2(c3ccccc3)CCCC2)nc1,-5.0,-2.5,0.0,-0.6,0.8,0.2,-4.1,12.6,-1.5
COc1ccc(S(=O)(=O)Cc2ccc(C(=O)NC3CC3)o2)cc1,0.4,0.5,3.0,1.1,3.3,0.0,-2.1,5.1,0.2
COc1cc(/C=N/NC(=O)Cc2ccc(Br)cc2)cc(OC)c1O,4.5,3.1,0.0,2.8,2.4,0.1,5.5,1.9,-0.2
O=S(=O)(c1ccc2ccccc2c1)N(CC1CO1)c1ccccc1 (stereo not given),-3.3,1.3,0.0,0.2,-1.6,0.0,5.0,-0.8,0.4
CCOC(=O)N1CCC(NC(=O)CN2C(=O)CSc3ncccc32)CC1,5.5,-1.5,0.0,2.4,0.1,-0.1,-1.8,-1.2,-0.4
CC(NC(=O)c1cccnc1)c1ccc2c(c1)OCO2 (stereo not given),3.3,-4.2,3.0,0.7,5.4,0.1,-1.4,-0.1,0.7
CCCc1cc(C(N)=O)c(NC(=O)c2ccco2)s1,12.2,0.1,3.0,14.7,6.1,-0.2,3.3,-8.5,-0.2
Cc1ccc2nc(-c3cccc(NS(C)(=O)=O)c3)cc(-c3ccccc3)c2c1,0.3,-24.5,0.0,-4.1,8.1,-0.5,-39.8,6.5,-3.9
COc1ccc(CCCC(=O)O)c(C)c1,4.4,0.7,0.0,2.4,-7.8,0.0,-2.9,-4.3,1.6
Cc1ccc(NC(=O)C2CCCN(S(=O)(=O)c3cccc4nonc34)C2)cc1 (stereo not given),-3.6,-1.6,0.0,-2.0,-8.0,0.0,-5.5,-9.2,2.0
Oc1cc(NCc2ccc(F)cc2)cc2cccnc12,.,.,2.0,.,10.2,-0.3,.,-1.5,.
CC(=O)Nc1ccc(S(=O)(=O)N2CN(c3ccc(C)cc3)c3nc4ccccc4nc32)cc1,2.6,-9.3,1.0,1.7,6.0,-0.1,5.1,7.3,0.5
COc1ccc(N2CC(C(=O)Nc3nc4ccc(F)cc4s3)CC2=O)c(OC)c1 (stereo not given),5.3,-2.4,0.0,-1.2,-0.6,0.7,-5.0,6.7,1.2
CCOC(=O)C1=C(CN2CC(C)CC(C)C2)NC(=O)NC1c1ccc2c(c1)OCO2 (stereo not given),0.2,-0.2,0.0,3.9,6.7,0.5,-0.5,-2.9,-0.6
CC(=O)Cc1nsc(NC(=O)c2ccc(-c3cccc(C(F)(F)F)c3)o2)n1,2.0,-2.6,1.0,8.0,-7.1,0.0,-3.1,-6.1,-0.5
Cc1oc2nc(SCC(=O)N3CCCCC3)nc(N)c2c1C,7.7,1.5,0.0,5.0,-4.7,4.9,-1.6,-3.4,-0.9
C#CCOCCOCCOCCNc1nc(N2CCN(C(=O)[C@H](CCCCN)n3cc([C@@H](N)CC(C)C)nn3)CC2)nc(N2CCN(C(=O)[C@H](Cc3ccc(O)cc3)n3cc([C@@H](N)CC(C)C)nn3)CC2)n1,1.7,-6.3,0.0,-3.1,4.9,0.0,-3.0,-16.2,3.3
CC1CCC(NC(=O)c2cc(S(=O)(=O)N3CCCCC3)ccc2N2CCOCC2)CC1 (stereo not given),-7.2,.,3.0,-13.3,5.8,-0.2,5.5,-0.9,.
COc1ccccc1CNC(=O)CSC1=NCCS1,8.6,1.7,3.0,8.2,-2.4,-0.1,-0.6,6.5,2.8
Cn1ncc(C(N)=O)c1NC(=S)NC(=O)c1ccc(Br)o1,9.4,-6.3,3.0,5.0,1.3,0.1,-0.7,45.6,-0.3
CC1CC(C)CN(S(=O)(=O)c2ccc(C(=O)N3CC(C)OC(C)C3)cc2)C1 (stereo not given),0.2,0.6,1.0,1.2,-1.0,0.3,0.7,4.3,-1.2
Cc1cccc(C)c1NC(=O)CCCCCC1NC(=O)NC1C (stereo not given),0.8,-0.2,13.0,-1.4,-13.2,-0.1,2.0,8.3,-0.6
CCOCCCNC(=O)CN1C(=O)/C(=C/c2ccccc2C)Sc2ccccc21,-3.7,-1.2,0.0,7.5,6.9,0.1,2.1,3.1,0.8
Cc1nn(Cc2ccccc2Cl)c(Cl)c1C(=O)NCCc1ccccc1,5.8,-3.1,1.0,1.6,4.7,-0.1,0.9,25.7,-2.9
CCN(CC)c1ccc(NC(=O)C2CCCC2)cc1,5.3,2.3,0.0,10.3,6.9,0.0,-4.9,4.3,-3.0
CS(=O)(=O)c1nc(S(=O)(=O)c2ccc(Cl)cc2)c(N2CCCCCC2)s1,7.4,0.4,1.0,9.0,5.5,-0.1,3.0,1.3,0.4
C[C@H](NC(=O)c1ccco1)C(=O)NCCc1ccc(S(N)(=O)=O)cc1,1.5,-1.4,1.0,2.1,1.9,0.0,0.9,2.0,1.6
Cc1cc(C)c2c(-n3cccc3)c(C(=O)O)sc2n1,-2.7,-1.4,4.0,-6.3,2.6,0.1,-0.1,19.4,.

# A few values from the list.
# CCN(CC)c1ccc(NC(=O)C2CCCC2)cc1 in Bcl-xL primary → 5.3
# Cc1nn(Cc2ccccc2Cl)c(Cl)c1C(=O)NCCc1ccccc1 in VLA-4 inh → 25.7

# Carrying on:
SMILES,Bcl-xL primary,Fam108B counter,GRK2 inh,MCL1 BIM primary,GLD-1 TGE inh,Efflux pump inh,PME-1 primary,VLA-4 inh,MEX-5 binding
CCOc1cc(N2CCOCC2)c(OCC)cc1NC(=O)c1ccco1,-0.5,2.9,3.0,-0.4,0.2,0.0,-1.5,26.9,0.0
Cc1ccccc1C1(CCN2CCCCC2)CCOC(C)(C)C1 (stereo not given),3.1,5.8,1.0,11.3,2.6,0.1,-4.3,4.6,0.8
Cc1ccc2c(c1)NC(=O)C(CC(=O)NCCCN1CCCC1)O2 (stereo not given),-0.5,-1.1,0.0,1.3,1.5,-0.1,-1.0,5.6,1.0
CCOc1ccc(S(=O)(=O)n2cnc3cc(C)c(C)cc32)cc1,1.6,-5.2,2.0,-1.0,-6.0,0.1,4.8,-5.8,-4.4
COCCCn1c2nc3ccccc3nc2c2c(=O)n(CC3CCCO3)cnc21 (stereo not given),7.6,1.9,0.0,6.0,2.8,0.1,3.0,21.3,0.1
COc1ccccc1NC(=O)c1ccc(NC(=O)CN2CCCCC2)cc1,.,.,0.0,.,2.4,0.0,.,-0.7,.
COc1ccc(CN(CC2CCCO2)C(=O)c2cc3ccccc3oc2=O)cc1 (stereo not given),-4.5,0.7,0.0,-1.1,-5.0,0.0,-3.8,-4.3,-0.9
CCN1CCN(c2cc3nc(C)n(Cc4ccccc4)c(=O)c3cc2NC(=O)c2ccccc2F)CC1,1.3,-2.5,0.0,-6.8,-3.1,0.9,-6.0,-22.5,1.2
Cc1cc(NC(=O)c2cc(C(C)C)on2)no1,8.4,8.2,0.0,7.2,1.3,-0.2,-5.5,9.4,0.5
CS(=O)(=O)N(CC(=O)Nc1ccccc1C(=O)N1CCOCC1)c1ccc(Cl)cc1,-1.3,-0.2,0.0,-6.1,-7.0,0.1,-11.4,21.1,1.2
Cc1ccccc1-c1nn[nH]n1,-7.3,-4.7,0.0,-2.2,-6.7,0.2,1.0,16.4,-2.8
Cc1cc(=O)oc2cc(NC(=O)c3cc(F)ccc3F)ccc12,-4.8,.,0.0,-3.5,0.5,0.0,-6.7,22.7,.
COc1ccc(-c2ccccc2NC(=O)C2CCCN(Cc3ccco3)C2)cc1 (stereo not given),-2.4,1.1,1.0,-10.8,0.5,-0.1,4.9,-2.4,1.8
COc1ccc(CCNC2CC(=O)N(C3CCCCC3)C2=O)cc1OC (stereo not given),2.2,-1.3,1.0,2.1,1.4,-0.1,0.1,12.3,-4.0
Cc1[nH]c2ccccc2c1CN1CCC(CO)(Cc2ccccc2)CC1,-0.7,2.5,0.0,1.0,1.6,-0.2,7.5,1.7,0.2

# High-throughput results (PubChem)
